SUMO HTRF inh: inhibitors of in vitro SUMOylation cascade, primary screen, biochemical, HTRF, uHTS; SUMO-conjugating enzyme UBC9 (Homo sapiens), P63279; HTRF SUMOylation assay, SAE1/SAE2 + UBC9; inhibition, % at 35 µM; 290,000 tested, 0.36% active; in the data active means inhibition above about 50%, passing the limit was not always enough; further: strong numbers were not always called active
Target sequence (P63279 whole entry, looked up): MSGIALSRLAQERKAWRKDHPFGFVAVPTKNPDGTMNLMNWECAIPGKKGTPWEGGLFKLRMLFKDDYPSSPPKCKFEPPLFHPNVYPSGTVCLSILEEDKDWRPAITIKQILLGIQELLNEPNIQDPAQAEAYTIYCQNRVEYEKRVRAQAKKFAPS
NALP1 yeast inh: NALP1 inflammasome inhibitors in reconstituted yeast, colorimetric, S. cerevisiae, triplicate retest; inhibition, % at 10 µM; S. cerevisiae NALP1/ASC/caspase-1 growth, X-gal OD620, 72 h; AID 2071, 2009; 280,000 tested, 0.61% active; in the data active means inhibition mostly above about 24%, no sharp cut-off; inactive means mostly below about 32%; further: some compounds called inactive have numbers as strong as hits
VIM-2 inh: VIM-2 metallo-beta-lactamase inhibitors, primary screen, biochemical, epi-absorbance readout, Pseudomonas aeruginosa enzyme. purified VIM-2, nitrocefin hydrolysis, epi-absorbance fluorescence. inhibition, % at 5.6 µM. AID 1527, 2009. 290,000 tested, 0.89% active;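 active means inhibition above the mean of all tested compounds plus 3 SD, cutoff set per screening run, cut at about 7.5% in these data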;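 further: red hydrolysis product quenches plate fluorescence so inhibitors raise well fluorescence; 0% = enzyme with DMSO and 100% = DMSO without enzyme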
M18AAP inhibitor: PfM18AAP inhibitors, malaria aminopeptidase, primary screen, biochemical, QFRET, recombinant enzyme; M18 aspartyl aminopeptidase (Plasmodium falciparum 3D7); H-Glu-NHMec fluorogenic cleavage; inhibition, % at 7.35 µM; 290,000 tested, 1.2% active; AID 1822, 2009;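 active means inhibition above the campaign mean inhibition over all tested compounds plus 3 SD, cut at about 28% in these data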;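 further: 0% = plate median of test compound wells and 100% = 2 mM ZnCl2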
IMP-1 inh: IMP-1 metallo-beta-lactamase inhibitors, primary screen, biochemical, epi-absorbance readout, Pseudomonas aeruginosa enzyme | purified IMP-1, nitrocefin hydrolysis, epi-absorbance fluorescence | inhibition, % at 5.6 µM | 290,000 tested, 0.45% active | metallo-beta-lactamase IMP-1 (Pseudomonas aeruginosa) | AID 1556, 2009;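 active means inhibition above the mean plus 3 SD of all compounds in the same screening run, cut at about 4.5% in these data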;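 further: 0% = IMP-1 with DMSO and 100% = DMSO wells lacking enzyme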
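system = purified recombinant IMP-1 beta-lactamase | amount = 0.2 nM IMP-1, as dispensed | medium = HEPES buffer pH 7.1 with ZnSO4 and Brij 35 | times = 25 °C, 15 min preincubation, 25 min reaction | detection = plate fluorescence quenching by hydrolysis product, ex 480/em 530 nm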
MEKK2wt PB1 HTS: modulators of MEK5 binding to wildtype MEKK2, primary screen, biochemical, multiplex bead flow cytometry, Alexa488-MEK5. Alexa488-MEK5 binding to MEKK2 WT; actives lie on both sides. binding response (% of control), % at 10 µM. 290,000 tested, 1.1% active; in the data active means binding response below about 67% or above about 130%
MEKK2mut PB1 HTS: MEK5 binding signal on mutant MEKK2 PB1, primary screen, biochemical, multiplex bead flow cytometry, Alexa488-MEK5; Alexa488-MEK5 binding to MEKK2 mutant; percent response, % at 10 µM; 290,000 tested, 0.35% active; in the data active means percent response above about 24%, passing the limit was not always enough; further: inactives centre near 1; some results filed as inactive read as strong as hits
NS3 helicase inh: inhibitors of HCV NS3 helicase, primary screen, biochemical, Cy5 molecular beacon fluorescence. inhibition, % at 10.9 µM. NS3 helicase DNA unwinding. 290,000 tested, 0.56% active. AID 1800, 2009. Hepatitis C virus NS3 helicase;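 active means inhibition above the mean of all tested compounds plus 3 SD, set per campaign, cut at about 35% in these data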;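 further: 0% = DMSO wells and 100% = thioflavine S control wells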
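assay system = NS3 helicase fragment of HCV | buffer or medium = MOPS pH 6.5, MgCl2, DTT, Tween20, BSA | timing = 60 min unwinding reaction at 25 °C after ATP addition | signal = Cy5 beacon fluorescence read at start and 1 h | read-out basis = % inhibition of unwinding | control set = low DMSO, high thioflavine S at 110 µM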
FID counter: compounds displacing fluorescent DNA intercalator, primary screen, artefact control for HCV NS3 helicase inhibitor project, biochemical, FID fluorescence; DNA fluorescent intercalator displacement; inhibition, % at 7.9 µM; 290,000 tested, 0.17% active; AID 1845, 2009; in the data active means inhibition above about 37%;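 further: 0% = vehicle and 100% = reference compound; higher means more ethidium bromide displaced from hairpin DNA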
* hit, by the source's call; nt = no result given.

SMILES	SUMO HTRF inh	NALP1 yeast inh	VIM-2 inh	M18AAP inhibitor	IMP-1 inh	MEKK2wt PB1 HTS	MEKK2mut PB1 HTS	NS3 helicase inh	FID counter
COc1ccc(NC(=O)Nc2ccon2)c(OC)c1	9	0	-1.4	4	-1.8	103	6	2	-1
COc1ccc(CCNC(=O)c2cc(=O)[nH]c3ccc(Br)cc23)cc1OC	-15	16	-0.5	-4	-2.1	100	0	2	-8
O=C(c1ccc(C(=O)N2CCN(c3ccccc3F)CC2)nc1)N1CCN(c2ccccc2F)CC1	1	-75	-3.1	0	-2.8	101	4	-8	-5
COc1ccccc1N1CCN(C(=O)CCn2c(=O)[nH]c3ccccc3c2=O)CC1	9	12	-4.2	-3	-2.0	92	-3	2	-9
CCOC(=O)Nc1ccc2c(c1)N(C(=O)CCN1CCN(CCO)CC1)c1ccccc1S2	nt	nt	-0.1	1	0.5	106	14	-10	15
COc1ccc(N2C(=O)N3[C@H](c4ccc(Br)cc4)[C@@H]4C(=O)N(C(C)(C)C)C(=O)[C@@H]4[C@]3(Cc3ccccc3)C2=O)cc1	-12	3	0.0	3	-3.0	92	-4	-27	-27
CC(C)C(=O)Nc1cccc(S(=O)(=O)c2cccc(NC(=O)C(C)C)c2)c1	0	15	-3.3	-3	-3.0	106	4	6	-12
COCCNC(=O)CN(C(=O)CCC(=O)Nc1ccccn1)c1ccccc1OC	11	-72	-0.7	-3	-0.8	112	9	2	-13
O=C1C(Cl)=C(Nc2ccccc2)C(=O)c2ccccc21	8	45	0.9	6	-1.2	97	0	15	4
Cc1cccc(OCC(=O)Nc2ccccc2N2CCCCC2)c1	-13	15	-2.1	-3	-7.7	99	-2	-2	-6
CC(O)Cn1nc([N+](=O)[O-])nc1N (centres undefined)	7	-6	-3.4	7	-0.8	95	-1	-3	-1
Cc1cccc(N2C(=O)CN(Cc3cccs3)C2=S)c1	-4	3	-5.8	-2	-1.8	96	-9	10	-3
c1ccc(Nc2cc(-c3ccccc3)nc3ncnn23)cc1	25	21	-4.1	-14	-3.8	104	5	6	-28
CC(OC(=O)CCc1nc2ccccc2c(=O)[nH]1)C(=O)c1ccc(Br)cc1 (centres undefined)	-4	17	-1.8	4	-2.2	94	-2	6	-16
Brc1cc2c(cc1Br)OCCOCCOCCOCCO2	-11	-4	0.2	1	-2.3	99	-2	-12	-11
COc1ccc(NC(=O)c2ccc3c(SCC(=O)O)c4c(nc3c2)CCCC4)cc1Cl	-2	16	-0.4	4	-1.9	73	-39	16	-26
CCOc1ccc(/C=N/NC(=O)c2cc(-c3ccccc3)nc3ccccc23)cc1O	-13	5	-2.9	1	-2.3	103	-1	-7	-12
CCOC(=O)c1cc2c(ccn2C)n1Cc1ccccc1C	35	28	-2.2	-13	-0.2	105	6	1	-6
O=C(CNC(=O)c1ccccc1)N/N=C/c1ccc([N+](=O)[O-])o1	17	-10	-5.6	14	-4.7	100	3	2	-6
O=C(Nc1cnccn1)c1cccc(C(F)(F)F)c1	3	14	-0.9	0	-2.0	95	2	6	-2
O=C(Cn1cc(F)c(=O)[nH]c1=O)NCCO	-8	17	-0.1	4	-1.2	100	-1	9	1
COCCNC(=O)/C(C#N)=C/c1ccc(SC)cc1	11	8	-4.6	8	-2.0	104	-1	-14	25
O=C(NCC1CCCN(C(=O)c2cccnc2)C1)c1ccc(-c2ccccc2)cc1 (centres undefined)	5	24	-4.6	1	-2.3	86	-11	-10	-18
O=C(NCCCN1CCCC1=O)c1ccc2c(c1)NC(=O)C(N1CCOCC1)S2 (centres undefined)	4	15	-2.3	-1	-2.1	94	-3	-4	-8
CCOC(=O)C1=C(C)Nc2ncnn2C1c1cc(Br)ccc1F (centres undefined)	-6	12	-3.1	0	-2.1	97	5	-10	-1

Other records
SMILES	SUMO HTRF inh	NALP1 yeast inh	VIM-2 inh	M18AAP inhibitor	IMP-1 inh	MEKK2wt PB1 HTS	MEKK2mut PB1 HTS	NS3 helicase inh	FID counter
Cc1cccc(C(=O)NC(=S)NNC(=O)COc2ccc(Cl)cc2)c1	-13	13	-4.6	28	-3.9	102	1	-8	0
CCOc1ccc(CN2CCN(Cc3nc4c(s3)CCCC4)CC2CCO)cc1 (centres undefined)	-6	-3	-5.2	2	-2.4	91	-5	-10	-11
Cc1ccc(C2(C)NC(=O)N(CC(=O)Nc3ccc4[nH]c(=O)[nH]c4c3)C2=O)cc1 (centres undefined)	14	nt	2.0	-3	-0.2	70	-25	-5	-4
CCOc1cc2[nH]c(=O)n(CCc3ccc(OC)c(OC)c3)c(=O)c2cc1OCC	41	4	-2.0	1	-2.6	102	1	-1	-6
CN(C)CCCN(C(=O)CCOc1ccccc1)c1nc2c(F)cccc2s1	13	52*	-2.1	-9	-2.2	146*	41	-23	7
COc1ccccc1/C=N/NC(=O)Cn1cnc([N+](=O)[O-])n1	6	-7	-3.9	6	-3.0	107	7	2	0
CCOP(=O)(OCC)C(NC(=O)Nc1ccc(Cl)cc1)C(N)=O (centres undefined)	5	28	-6.2	4	-1.6	93	-3	4	-4
CCc1ccccc1NC(=O)CCS(=O)(=O)c1ccc2c(c1)CCCN2C(C)=O	-4	20	0.1	-14	-0.4	96	-2	5	-21
Cc1cccc(-c2nnc(SCC(=O)Nc3cc(C)on3)n2C)c1	4	-3	-1.6	-1	-5.0	98	-2	11	-8
Cc1ccc(-c2c(NC(=O)C(C)C)n(C)c3ccccc3c2=O)cc1	15	13	-2.4	3	-4.1	103	13	-13	-2
CCC(=O)N1CCc2cc(Br)cc(S(=O)(=O)NCCN3CCCCC3CC)c21 (centres undefined)	14	31	-2.4	-12	-1.9	68	-10	-3	7
Cc1ccc(OCC(=O)O/N=C(\N)Cc2ccc(Cl)cc2)cc1	-11	1	-2.0	-3	-2.6	98	0	-1	-6
CCOC(=O)C(Cc1ccccc1)NS(=O)(=O)c1ccc(NC(C)=O)cc1 (centres undefined)	-7	9	-1.6	-1	-1.5	82	-6	-2	-7
COc1ccc([N+](=O)[O-])cc1N(CC(=O)Nc1ccccc1C(=O)N1CCOCC1)S(C)(=O)=O	-2	15	-1.9	3	-2.7	104	3	1	-8
CCOc1ccc(/C(O)=C2/C(=O)C(=O)N(CC3CCCO3)C2c2ccco2)cc1 (centres undefined)	2	-4	-3.6	4	-2.5	104	5	6	-32
O=C(Nc1nc2nccc(-c3ccccc3)n2n1)c1ccc(F)cc1	20	16	-2.4	-3	-3.3	108	0	-10	-4
O=S(=O)(c1c(Cl)sc(Cl)c1Br)N1CCCC1	17	9	-2.1	2	0.7	101	6	-12	-6
COc1ccc(C2CC(c3cccs3)=NN2S(=O)(=O)c2ccc(C)cc2)cc1 (centres undefined)	nt	nt	0.4	-1	-1.2	126	11	-5	-1
COCCNC(=O)CSc1nc2cc(OC)c(OC)cc2c(=O)n1Cc1ccco1	22	17	-1.4	3	-4.4	104	-3	7	-17
O=C(c1ccco1)N1CCN(C(=O)c2nn3cccnc3c2Cl)CC1	-3	-2	-0.9	1	-0.7	105	12	4	1
COc1ccc(OC)c(NC(=O)C2CCN(S(=O)(=O)c3c(C)noc3C)CC2)c1	7	10	-5.3	0	-2.6	106	7	-1	-18
COc1ccccc1C(=O)Nc1sc(C(=O)N2CCCC2)c(C)c1C#N	4	-19	1.3	-8	-2.8	92	-9	10	-8
Cc1cccc(N2CCN(CC(=O)Nc3ccc(S(=O)(=O)N4CCOCC4)cc3)CC2)c1C	-10	18	1.9	13	4.5*	105	1	-23	-8
COc1ccc(NC(=O)C(C)Sc2nnc3c4c(nc(-c5ccc(OC)cc5)n23)CC(C)(C)OC4)cc1 (centres undefined)	9	8	-2.1	-2	-4.8	107	2	-5	2
CCN1CCN(S(=O)(=O)c2ccc(C(=O)Nc3sc4c(c3C(N)=O)CCN(CC)C4)cc2)CC1	-2	20	6.8	28	-0.2	107	5	-15	10

The listing continues.
SMILES	SUMO HTRF inh	NALP1 yeast inh	VIM-2 inh	M18AAP inhibitor	IMP-1 inh	MEKK2wt PB1 HTS	MEKK2mut PB1 HTS	NS3 helicase inh	FID counter
Cn1c(CN2CCCCC2)nc2cc(NC(=O)c3ccccc3Cl)ccc21	-2	0	-1.4	2	-1.1	107	5	-4	1
CS(=O)(=O)Nc1ccc(C(=O)Nc2ccccc2C(=O)N2CCCC2)cc1	18	28	-1.7	8	2.0	99	-1	2	-1
O=C(C/C=N\OCc1ccc(Cl)cc1Cl)Nc1ccccc1	-26	5	-1.7	2	-1.7	102	2	-8	-9
O=C(CCCOc1ccccc1)NCc1ccco1	26	16	-4.0	-6	-1.0	96	-5	13	-2
Cc1cccc(C)c1OCC(=O)NNC(=O)CCNC(=O)c1ccc(Br)cc1	6	4	-6.1	-1	-0.2	113	10	-10	-27
CC(C)(C)C(=O)N1NC(=Nc2ccccc2)SC1(C)C	-20	12	-2.5	7	-4.2	99	6	10	-15
CCc1cc2c(C)ccc(C)c2nc1SCC(=O)Nc1c[nH]c(=O)[nH]c1=O	-2	12	-0.1	-3	-3.5	93	-3	-3	-4
CCOC(=O)N1CCN(C(=O)c2ccc3c(c2)NC(=O)/C(=C\c2ccc(OC)c(OC)c2)S3)CC1	-12	17	0.8	5	-0.6	99	-3	-16	-64
CCCCCCc1nc2c(=O)[nH]c3ccccc3c2o1	9	-9	-2.1	2	-3.5	103	0	10	-5
